Fluorescein autfl – qHTS Assay for Spectroscopic Profiling in Fluorescein Spectral Region | max fluorescein-equivalent concentration, M | Compound autofluorescence, 480/540 nm, fluorescein-equivalent; active compounds read high | AID 593, 2007 | 59,000 tested, 0.91% active; in the data active means max fluorescein-equivalent concentration above about 10 nM; inconclusive means between about 1.1 nM and that limit
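Normalized response (dye-equivalent concentration) derives from comparing each well's 540 nm emission, under 480 nm excitation, with plate-resident fluorescein standards. Compounds were held in 100 mM Tris, pH 8.0, for 15 min at room temperature.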
4-MU autofl – qHTS Assay for Spectroscopic Profiling in 4-MU Spectral Region. max dye-equivalent concentration, M. 59,000 tested, 11% active. compound autofluorescence, 340/450 nm, 4-MU equivalents; active compounds read high; in the data active means max dye-equivalent concentration above about 10 nM; inconclusive means mostly about 1.1 nM to 9.6 nM
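Intrinsic fluorescence at 340/450 nm (ex/em) was read after 15 min at room temperature in pH 8.0, 100 mM Tris. Each compound concentration expressed as 4-MU-equivalent concentration from a six-point 4-MU standard series on each plate.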
Ub-GFP proteasome – Ubiquitin-GFP Assay. Potency, µM (doses to about 45.9 µM), for the others: at the top dose activation (GFP accumulation), usual class: activators. 67,000 tested, under 10 active. Ubiquitin-GFP reporter cells, proteasome inhibition, GFP fluorescence; response scale: untreated = 0%, 10 µM MG-132 = 100%; active means well fitted activation curve with a large enough effect, not every such curve was filed as active; inconclusive means small, poorly fitted or top-dose-only effect, or another doubt; inactive means no such curve, though single readings can be large or run the other way; further: potency means the concentration at half of the fitted maximal effect
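U2OS cells expressing ubiquitin(G76V)-GFP, seeded overnight in 0.5% FBS medium, then treated 4 hr at 37 C across 46 uM to 2.9 nM. GFP-positive cells counted by laser cytometry (488 ex/515 em); %activity scaled between basal and 10 uM MG-132.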
ERK AVP block – qHTS Assay for Inhibitors of the ERK Signaling Pathway using a Homogeneous Screening Assay | HEK293-V1b, vasopressin-stimulated pERK AlphaScreen | Potency, µM (highest dose often 57.5 µM), for the others: at the top dose activity, negative = inhibition, actives largely listed as inhibitors | 72,000 tested, 0.99% active; further: potency means the concentration at half of the fitted maximal effect; on the % scale 0 is the no-effect control and ±100 the full control effect; nearly all actives have a fitted effect of over 55% in size
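Overnight-seeded V1b-HEK293 cells in 1% FBS got compound, then vasopressin (25 nM final, 5 min, 37C), then lysis buffer. AlphaScreen detection of phospho-ERK; activity normalized to basal and full-stimulation controls.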
Epigenetic mod – qHTS Assay for Epigenetic Modulators; mouse C127i GFP locus derepression, cytometry, 30 h; Potency, µM (top dose mostly 46.1 µM), for inactives: at the highest dose GFP derepression (activation); 68,000 tested, 0.09% active; AID 597, 2007; further: % of control where 0% means no effect
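Derepression screen: silenced CMV-GFP reporter in murine C127i cells, 30 h compound incubation at 37 C, washed cells imaged by laser-scanning cytometer to enumerate GFP-expressing objects of 20 to 120 um.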
Hsp90 Hop PPI – qHTS Assay for Disrupters of an Hsp90 Co-Chaperone Interaction; 71,000 tested, 0.44% active; AID 595, 2007; Potency, µM (highest dose often 57 µM), inactives show at the top dose activity change, negative = inhibition; Hsp90 C-terminal peptide / TPR2A (Hop) interaction, human; AlphaScreen TPR2A-His6 binding biotin-Hsp90 C-terminal peptide; active means well fitted curve in either direction with a large enough effect; inconclusive means small, poorly fitted or top-dose-only effect, or another doubt; further: potency means the concentration at half of the fitted maximal effect; on the % scale 0 is the no-effect control and ±100 the full control effect; many of its hits are not listed in these tables
TexasRed autofl – qHTS Assay for Spectroscopic Profiling in Texas Red Spectral Region; 59,000 tested, 0.06% active; Compound fluorescence, Texas Red channel, 547/618 nm; active compounds read high; max dye-equivalent concentration, M; AID 587, 2007; in the data active means max dye-equivalent concentration above about 10 nM; inconclusive means between about 1.1 nM and that limit
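Compound fluorescence was read after 15 min at room temperature in 100 mM Tris, pH 8.0, using 547 nm excitation and 618 nm emission across a concentration series. It was expressed as Texas Red dye-equivalent concentration from an on-plate standard curve.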
Luciferase inh – qHTS Assay for Inhibitors of Firefly Luciferase; Luciferin 4-monooxygenase (Photinus pyralis), P08659; purified firefly luciferase, luminescence, 8 min; Potency, µM (highest dose often 57.1 µM), inactives show top-dose activity change, negative = inhibition, most hits filed as inhibitors; 72,000 tested, 2.2% active; further: potency means the concentration at half of the fitted maximal effect; on the % scale 0 is the no-effect control and ±100 the full control effect; nearly all actives have a fitted effect of over 40% in size
Target sequence (P08659 whole entry, looked up): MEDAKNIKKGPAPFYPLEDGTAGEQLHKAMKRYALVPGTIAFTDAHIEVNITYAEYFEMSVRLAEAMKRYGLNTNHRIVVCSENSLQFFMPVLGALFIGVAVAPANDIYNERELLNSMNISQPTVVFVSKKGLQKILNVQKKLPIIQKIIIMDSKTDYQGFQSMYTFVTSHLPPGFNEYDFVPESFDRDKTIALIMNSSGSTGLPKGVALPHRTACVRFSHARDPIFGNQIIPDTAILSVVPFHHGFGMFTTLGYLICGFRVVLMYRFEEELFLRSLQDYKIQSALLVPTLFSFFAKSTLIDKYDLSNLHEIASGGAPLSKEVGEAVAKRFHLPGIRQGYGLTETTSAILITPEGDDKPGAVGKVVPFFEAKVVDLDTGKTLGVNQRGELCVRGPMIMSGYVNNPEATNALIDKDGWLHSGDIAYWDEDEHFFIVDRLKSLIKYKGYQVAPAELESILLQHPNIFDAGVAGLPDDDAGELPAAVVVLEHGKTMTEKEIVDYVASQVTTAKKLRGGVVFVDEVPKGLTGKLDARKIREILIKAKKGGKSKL
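Compounds were tested as concentration series (qHTS) against purified P. pyralis luciferase with luciferin and 10 uM ATP in 50 mM imidazole pH 7.2, 50 mM KCl, 7 mM MgCl2, 0.01% Tween 20, 0.05% BSA. Luminescence was read after 8 min at ambient temperature.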
A350 autofl – qHTS Assay for Spectroscopic Profiling in A350 Spectral Region | Compound autofluorescence, 340/450 nm, Alexa 350 dye-equivalents; active compounds read high | max dye-equivalent concentration, M | 59,000 tested, 11% active | AID 590, 2007; in the data active means max dye-equivalent concentration above about 10 nM; inconclusive means mostly about 1.1 nM to 9.6 nM
CRE Fsk mod – Cell signaling CRE-BLA (Fsk stim). CHO CRE-bla reporter (cAMP response element driving beta-lactamase), forskolin EC10, beta-lactamase ratio. Potency, µM (doses to about 38.2 µM), inactives show at the highest dose activity change, negative = inhibition, hits mostly activators. 71,000 tested, 2.5% active; active means well fitted activation curve with a large enough effect in the signal ratio, with a control signal flat, not every such curve was filed as active; inconclusive means small, poorly fitted or top-dose-only effect, or effect the other way, or a change in a side signal; the % refers to the signal ratio; further: potency means the concentration at half of the fitted maximal effect; % of control where 0% means no effect
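Reporter-gene assay: CHO cells with beta-lactamase behind cAMP responsive elements, co-treated with compound and EC10 NKH 477 for 3 hours at 37 degrees Celsius. Activity came from the 460/530 nm CCF4 emission ratio.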
HBB splice mod – qHTS Assay for Modulators of Hemoglobin Beta Chain Splicing | HBB splicing reporter cell assay, activation; EGFP reporter with mutant IVS2-654 intron; response scale: normalised to 500 nM splice-correcting PNA | Potency, µM (highest dose often 46.1 µM), for the others: at the top dose activation, actives largely listed as activators | 65,000 tested, 0.06% active; further: potency means the concentration at half of the fitted maximal effect; 0% is about no effect
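Compounds were applied for 2 days to HeLa EGFP-654 cells, 500/well in Optimem with 2% FCS. The reporter's EGFP is disrupted by mis-splicing of beta-globin intron IVS2-654. Readout: summed well GFP fluorescence from 488 nm laser scanning; reference was 500 nM antisense […] 654 PNA.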
The depositor's hits bear a star; i = inactive; u = inconclusive; x = not tested or not shown; [ ] = another dose, or the depositor's remark. Unless noted, the call rests on the fitted dose curve; in most records, active means well fitted curve in the direction sought with a large enough effect; inconclusive means small, poorly fitted or top-dose-only effect, or another doubt; inactive means no such curve, though single readings can be large; an effect the other way counts as inactive or inconclusive. A portion of the library; the hit share may differ from the screen's.

mol | Fluorescein autfl | 4-MU autofl | Ub-GFP proteasome | ERK AVP block | Epigenetic mod | Hsp90 Hop PPI | TexasRed autofl | Luciferase inh | A350 autofl | CRE Fsk mod | HBB splice mod
CCSc1nnc(NC(=O)NC(CC)(C(F)(F)F)C(F)(F)F)s1 | i | u | x | x | -3%[20.6 µM] | x | i | 2%[25.5 µM] | u | x | x
COc1ccc(CN2CCN(c3cc(C)nc4c5c(C)cc(C)nc5nn34)CC2)cc1F | u | 3e-07M* | 10% | -25% | -3% | 0% | i | 3% | 3.3e-07M* | 22% | 4.9%
O=C(NC1CCCCC1)c1ccc(CNc2ccccc2)o1 | i | i | 2% | -18% | -2% | -1% | i | -4% | i | -5% | -0.5%[57.5 µM]
CCc1cccc(NC(=O)c2snc3c(=O)[nH]cnc23)c1 | i | u | 1% | -13% | -1% | -5% | i | -1% | u | -1% | x
O=S(=O)(N1CCOCC1)n1nnc2ccccc21 | u | i | 1% | -10% | -3% | -1% | u | 0% | i | -4% | -0.5%
Cc1cccc(-n2c(O)c(C=Nc3ccc4c(c3)OCO4)c3ccccc3c2=O)n1 | 5.8e-08M* | i | 1% | 54%[activator] | -4% | -12% | i | -1% | i | u | -3.0%
CCOc1ccccc1NC(=O)CC1Nc2cc(C)c(C)cc2NC1=O (stereo unspecified) | x | x | -10% | -5% | 1% | -2% | x | 4% | x | u | -0.9%
COc1cccc(NC(=O)CNC(=O)c2ccccc2)c1 | i | i | -5% | -6% | -3% | -1% | i | 0% | i | 11% | 2.6%
Cc1ccccc1-n1c(SCc2cc(=O)n3ccccc3n2)nc2[nH]ncc2c1=O | i | u | 5% | -20% | -1% | 2% | i | 2% | u | 2µM* | -0.6%
COC(=O)CN1C(=O)CC(C)(C)S(=O)c2ccccc21 (stereo unspecified) | x | x | -10% | -12% | -2% | -2% | x | 0% | x | -1% | 0.7%
CC(=O)c1cccc(NC(=O)c2ccc(N(C)S(C)(=O)=O)cc2)c1 | i | i | -7% | -29% | -3% | -15% | i | -16% | u | 6% | -1.4%
c1ccc(-n2nnnc2OCCOc2nnnn2-c2ccccc2)cc1 | i | i | 11% | -6% | 6% | -8% | u | 4% | i | 3% | 2.4%
CC1(C)SCC2C(=O)N3C(CSC3(C)C)C(=O)N21 (stereo unspecified) | x | x | 8% | -16% | -2% | -2% | x | 0% | x | -2% | 2.6%
Cc1ccc(CSc2nnc(-c3cccs3)n2C)cc1 | u | i | 0% | 0% | -1% | -1% | u | -2% | i | 4% | -1.4%
COc1cccc(NC(=O)Cc2nnc(SCCOc3ccccc3)n2C)c1 | i | i | 1% | -29% | -2% | -2% | u | 2% | i | -9% | -1.6%
COc1ccc(-c2cc(-c3c(O)c(OC)c4occc4c3OC)[nH]n2)cc1OC | i | i | -1% | -27% | 0% | -18% | i | -9% | i | 10µM* | -0.2%[57.5 µM]
CCN(CC(=O)N1CCOCC1)S(=O)(=O)c1ccc(C)cc1 | u | i | 9% | -6% | -3% | -1% | u | 1% | i | -3% | 2.3%
Cc1ccc(SCC(=O)N2CC(C)OC(C)C2)cc1 (stereo unspecified) | i | i | -5% | -5% | 3% | -2% | i | 1% | i | -6% | 0.2%
CCC(C)c1c(O)nc(SCC(=O)c2ccccc2)[nH]c1=O (stereo unspecified) | x | x | 12% | -3% | 0% | -5% | x | 0% | x | -16% | 1.3%
CSc1ccc(Cn2nnc(C(=O)NCc3ccccc3)c2N)cc1 | x | x | 1% | u | x | -7%[2.3 µM] | x | 3% | x | 3% | -0.9%
CCC(=O)c1ccc(O)cc1 | i | i | x | x | 8%[20.6 µM] | x | i | 3%[25.5 µM] | i | x | x
COC(=O)c1ccc(C)c(NC(=O)c2c(-c3ccccc3)noc2C)c1 | i | i | 7% | 5% | -1% | 2% | u | 0% | i | u | 7.6%
c1coc(CNc2nc3sc4c(c3c3ncnn23)CCCC4)c1 | i | i | 5% | -29% | 6% | 2% | i | 3% | i | 6.3µM* | 1.1%[57.5 µM]
COc1ccc(NC(=O)c2cc(C3CC3)on2)c(OC)c1 | x | x | 13% | -15% | -3% | -1% | x | -10% | x | 0% | -0.5%
CC(=O)N1CSCC1C(=O)O (stereo unspecified) | i | i | -5% | 4% | 2% | -1% | i | 5% | i | -3% | 0.3%[57.5 µM]
Cc1ccc2c(c1)NCC(C(=O)NC1CCCCC1)O2 (stereo unspecified) | u | i | 3% | -9% | 4% | -6% | i | 0% | i | 1% | -4.0%[57.5 µM]
O=C(Cc1cccs1)N1CCN(C(=O)C2CCCO2)CC1 (stereo unspecified) | i | i | -5% | 1% | 3% | -1% | i | 0% | i | 6% | 1.1%
CCS(=O)(=O)NCc1csc(-c2ccccc2)n1 | x | x | 2% | x | x | -1% | x | -2% | x | -6% | -0.3%
COc1cccc(Cn2nnc(C(=O)NCc3ccccc3Cl)c2N)c1 | x | x | 3% | -2% | x | -3%[2.3 µM] | x | -1% | x | -12% | 0.0%
OC(COCC1CC=CCC1)Cn1cnc2ccccc21 (stereo unspecified) | i | i | -1% | -10% | 0% | -3% | u | 1% | i | 5% | x

Compound profiles, as listed above.
Record of CC(=O)c1cccc(NC(=O)c2ccc(N(C)S(C)(=O)=O)cc2)c1 : Fluorescein autfl: i; 4-MU autofl: i; Ub-GFP proteasome: -7%; ERK AVP block: -29%; Epigenetic mod: -3%; Hsp90 Hop PPI: -15%; TexasRed autofl: i; Luciferase inh: -16%; A350 autofl: u; CRE Fsk mod: 6%; HBB splice mod: -1.4%
Record of COC(=O)CN1C(=O)CC(C)(C)S(=O)c2ccccc21 (stereo unspecified) : Fluorescein autfl: x; 4-MU autofl: x; Ub-GFP proteasome: -10%; ERK AVP block: -12%; Epigenetic mod: -2%; Hsp90 Hop PPI: -2%; TexasRed autofl: x; Luciferase inh: 0%; A350 autofl: x; CRE Fsk mod: -1%; HBB splice mod: 0.7%

(cont.)
mol | Fluorescein autfl | 4-MU autofl | Ub-GFP proteasome | ERK AVP block | Epigenetic mod | Hsp90 Hop PPI | TexasRed autofl | Luciferase inh | A350 autofl | CRE Fsk mod | HBB splice mod
Cc1c(NC(=O)c2cnn3c2NC(c2ccco2)CC3C(F)(F)F)c(=O)n(-c2ccccc2)n1C (stereo unspecified) | x | x | 7% | -15% | 2% | -4% | x | -2% | x | -12% | 0.2%[9.22 µM]
CCCn1c(NCc2cccc(OC)c2O)nc2ccccc21 | i | i | -4% | -19% | 0% | -7% | i | -4% | i | -11% | -0.2%
O=C(OC1CCCCC1)c1ccc2c(c1)C1C=CCC1C(C(=O)O)N2 (stereo unspecified) | u | i | 0% | 45%[activator] | 6% | u | i | x | i | -17% | -0.7%
CC1(C)CC(=O)C2=C(C1)Nc1ccccc1NC2c1cccnc1 (stereo unspecified) | x | x | 3% | -2% | 2% | -1% | x | 1% | x | 0% | -0.9%
CCOC(=O)N1CCN(C(=O)c2oc3ccc(S(=O)(=O)N4CCCCC4)cc3c2C)CC1 | u | u | -6% | u | 0% | -1% | i | -5% | 1e-08M* | -24% | -0.9%[57.5 µM]
CC(C)C1N(c2ccccc2)C(N)=C(C#N)C1(C#N)C#N (stereo unspecified) | u | i | 1% | 10% | 0% | -5% | i | 0% | i | u | -1.0%
COc1ccc(C2CC(c3cc(Br)ccc3F)n3nnnc3N2)cc1 (stereo unspecified) | i | i | -3% | -21% | 0% | 2% | i | 0% | i | u | -2.8%
CCC1(CC)NC(=O)N(CC(=O)OCC(=O)Nc2cc(C)ccc2C)C1=O | i | i | 3% | 13% | 1% | -1% | i | 0% | i | u | 0.1%
O=C(c1ccco1)N1CCN(c2c(-c3ccccc3)c3cc(Cl)ccc3[nH]c2=O)CC1 | u | 7.4e-08M* | -2% | 25% | 0% | 1% | u | 1% | 6.6e-08M* | u | -0.3%
CSc1cccc(NC(=O)Cn2cccc2)c1 | u | i | -2% | -22% | 0% | -11% | i | -2% | i | -9% | -0.9%
CCOC(=O)[C@@H](O)Cc1cnc2ccccc2n1 | u | i | 8%[9.17 µM] | -14%[11.5 µM] | 0%[9.22 µM] | -2%[11 µM] | i | -1%[11.4 µM] | i | 10%[7.6 µM] | 3.0%[9.22 µM]
C#CCN(C)CCCOc1ccc(Cl)cc1Cl | u | i | -4%[20.5 µM] | -14%[25.7 µM] | 2%[20.6 µM] | 8%[26 µM] | u | -3%[25.5 µM] | i | 5%[17.1 µM] | 0.7%[20.6 µM]
Cc1ccc(C(=O)Nc2ccccc2N2CCN(C(=O)C(C)C)CC2)cc1C | i | i | -1% | -10% | 7% | -5% | i | 2% | i | u | -0.5%[57.5 µM]

Bioassay records: PubChem, National Center for Advancing Translational Sciences (NCATS)
